Myeloid diff 2: induction of myeloid progenitor differentiation, primary screen, cell-based, flow cytometry, MLPCN library; ER-HoxA9 myeloid progenitors, lysozyme-GFP differentiation; calls only at 10 µM; actives 1% (n = 360,000);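 active = normalized GFP-positive differentiation at or above the plate's own cutoff, the solvent-only control mean plus 3 SD; inconclusive = no clear call, values can overlap the other calls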;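 also: cells exposed to compound for four days before flow analysis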
LYP inhibition: inhibitors of LYP phosphatase, biochemical, fluorescence intensity, uHTS (AID 1779). recombinant LYP phosphatase, fluorescence intensity; higher % means a stronger effect. Tyrosine-protein phosphatase non-receptor type 22 (Homo sapiens). one-dose inhibition, % at 11.5 µM; IC50 in µM for titrated hits. actives 0.054% (n = 290,000); in the data active = inhibition above about 50%;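 also: plate controls were vehicle with enzyme for no effect and no enzyme for full effect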
Myeloid diff 2 GFP+ MAC1+ %: further read-out of Myeloid diff 2, marked with its call; GFP+ MAC1+ double positive, %; measured here: differentiation confirmed by MAC1 staining
* = called active by the depositor; i = inactive; u = inconclusive; x = no result given; + = active, no number. Not all compounds are listed, so the mix of outcomes need not match the whole.

The opening three records (preview)
molecule,Myeloid diff 2,Myeloid diff 2 GFP+ MAC1+ %,LYP inhibition
Nc1ccccc1-c1nnn(CC(=O)Nc2ccc3c(c2)OCCO3)n1,i,0.3,-7%
C=CCn1cnc2scc(-c3ccc(OC)cc3)c2c1=O,i,0.2,-12%
CN(CCNC(=O)c1ccc(CS(=O)(=O)c2ccc(Br)cc2)o1)CCc1ccccc1,i,0.3,-8%

Main list, from the first entry:
molecule,Myeloid diff 2,Myeloid diff 2 GFP+ MAC1+ %,LYP inhibition
Nc1ccccc1-c1nnn(CC(=O)Nc2ccc3c(c2)OCCO3)n1,i,0.3,-7%
C=CCn1cnc2scc(-c3ccc(OC)cc3)c2c1=O,i,0.2,-12%
CN(CCNC(=O)c1ccc(CS(=O)(=O)c2ccc(Br)cc2)o1)CCc1ccccc1,i,0.3,-8%
O=C(NCC(=O)N1CCN(c2ccccc2)CC1)c1ccc(Cl)cc1,i,1.0,-4%
CC(C)NC(=O)[C@H]1N2C(=O)c3ccccc3C2SC1(C)C (some centres not stated),i,0.6,-7%
CC1SC(c2ccc(F)cc2)N(CCc2ccccc2)C1=O (configuration not stated),i,0.4,-10%
COCCN1C(=O)C(=O)/C(=C(/O)c2ccc(S(=O)(=O)N3CCCCC3)cc2)C1c1ccc(OC)cc1 (configuration not stated),i,0.4,-8%
Cc1ccc2c(C(=O)CN3CCCCC3)c(C)[nH]c2c1,i,0.5,-5%
Cc1ccc2c(c1)N(C)/C(=C/c1cccc[n+]1CCO)S2,+,4.5*,-6%
Cc1ccc(-n2ccn(CC(=O)NCCc3ccccc3)c(=O)c2=O)cc1C,i,3.3,-10%
CC(Oc1ccc2c(-c3ccccc3)cc(=O)oc2c1)C(=O)N1CCC[C@@H]1C(N)=O (some centres not stated),i,1.6,3%
C[C@H](NC(=O)C1CCN(S(=O)(=O)c2ccccc2)CC1)C(=O)NCc1ccc(Cl)c(Cl)c1,i,1.6,-6%

molecule,Myeloid diff 2,Myeloid diff 2 GFP+ MAC1+ %,LYP inhibition
CCc1cc2c(Nc3ccc(O)cc3)nc(C)nc2s1,i,0.6,0%
CN(C(=O)c1ccc(N2CCCCC2)c([N+](=O)[O-])c1)C1(C)CCS(=O)(=O)C1 (configuration not stated),i,0.0,-5%
CCN(CC)Cc1c(O)ccc2cc(-c3nc4ccccc4n3C)c(=O)oc12,i,0.7,-30%
Cc1ccc(NS(=O)(=O)c2ccc(-c3coc(C)n3)cc2)c(Br)c1,i,2.1,-6%
O=C(CCn1c(=O)oc2ccccc21)Nc1cccc(Br)c1,i,3.1,-7%
Cc1ccccc1CN1CCN(S(=O)(=O)c2ccc(Cl)s2)CC1,i,0.7,-2%
CCOc1ccc(C(=O)O/N=C(\N)c2ccccn2)cc1OCC,i,1.0,-8%
CCOc1ccc(N/C=C/C(=O)c2cc(OC)c(OC)c(OC)c2)cc1,i,0.3,-5%
Cc1ccc(/C=N/NC(=O)NC23CC4CC(CC(C4)C2)C3)o1,i,0.2,-1%
CC1CC(C)CN(CCCNC(=O)CN2C(=O)CSc3ccc(S(=O)(=O)N4CCOCC4)cc32)C1 (configuration not stated),i,1.0,-14%
CCn1c(SCC(=O)NC2CCCC2)nnc1-c1ccco1,i,4.7,-2%
CCOC(=O)C(C)NC(=O)CCc1nnc2ccc(N3CCCCC3)nn12 (configuration not stated),i,1.3,-5%

molecule,Myeloid diff 2,Myeloid diff 2 GFP+ MAC1+ %,LYP inhibition
CCN(CCn1cccn1)C(=O)C1CCC(=O)N(CCc2cccc(F)c2)C1 (configuration not stated),i,2.4,-8%
COc1ccc(Nc2cc(C(=O)NCCCN3CCOCC3)c3ccccc3n2)cc1,i,0.5,-5%
COc1ccccc1OC[C@H](O)CO,i,1.7,-6%
O=C(NCCCn1ccnc1)Nc1ccc2c(c1)OCO2,i,0.3,-8%
COc1ccc(C(=O)N(C)C2CCCN(Cc3ccccc3F)C2)cc1C (configuration not stated),i,0.8,-5%
COc1ccc(CCCNC(=O)C2CCC(=O)N(Cc3ccc(Cl)cc3)C2)cc1 (configuration not stated),i,1.4,-8%
O=C(c1cn2ccccc2n1)N1CCCC(Nc2ccc(F)c(F)c2)C1 (configuration not stated),i,0.3,-6%
Cc1c(C)n(C)c2ccc(C(=O)NCCc3ccco3)cc12,i,0.5,-7%
N=c1oc2ccc(Br)cc2cc1C(=O)NC1CCCCCC1,u,x,-5%
O=C(C1CCCN(C2CC(=O)N(c3ccc(F)cc3)C2=O)C1)N1CCCC1 (configuration not stated),i,0.5,-5%
CCN1CCN(CCCNC(=O)C2CCN(c3nnc(-n4c(C)ccc4C)s3)CC2)CC1,i,1.7,-3%
COc1ccc(NC(c2ccccc2)c2ccncc2)cc1 (configuration not stated),i,1.2,-7%

molecule,Myeloid diff 2,Myeloid diff 2 GFP+ MAC1+ %,LYP inhibition
Cc1ccc(C(=O)N2CCNC(=O)C2CC(=O)Nc2ccc(F)cc2)cc1C (configuration not stated),i,0.5,-13%
O=C(c1ccc2nc(Cc3cccc(Cl)c3)oc2c1)N1CCC(O)CC1,i,0.5,2%
COc1ccccc1-c1c(C)nn2c(N)c(-c3ccccc3)cnc12,i,0.2,7%
CC1CCN(S(=O)(=O)c2ccc(C(=O)OC(C)C(=O)NC3CCCCC3C)cc2)CC1 (configuration not stated),i,0.0,0%
O=C(CSc1nc2ccccc2c(=O)n1CC1CCCO1)Nc1ccccc1Cl (configuration not stated),i,4.3,-6%
COCCNC(=O)C(=O)Nc1cc2c3c(c1)C(C)C(=O)N3CCC2 (configuration not stated),i,4.1,-10%
COc1ccc(/C=N/n2c(C)nc3ccccc3c2=O)cc1OC,i,0.6,0%
O=C(Nc1sc2c(c1C(=O)O)CCCC2)C(=O)N1CCOCC1,i,1.1,-4%
CC(C)(C)c1ccc(NC(=O)CSc2n[nH]c(=O)n2-c2cccnc2)cc1,i,0.9,1%
O=C(Cc1c(Cl)cccc1Cl)Nc1ccc(S(=O)(=O)Nc2ncccn2)cc1,i,0.5,-8%
Cc1ccc(OCc2cc(C(=O)N(C)Cc3nccn3C)no2)cc1C,i,2.3,3%
Cc1ccccc1NS(=O)(=O)c1nnc(NC(=O)c2ccc(Cl)cc2)s1,i,2.5,-6%

molecule,Myeloid diff 2,Myeloid diff 2 GFP+ MAC1+ %,LYP inhibition
CCc1ccc(S(=O)(=O)N/N=C\c2cn(CC(N)=O)c3ccccc23)cc1,i,0.8,-10%
COc1cccc2sc3ccc(C#Cc4ccc(N)cc4)cc3c(=O)c12,i,1.1,0%
CCOC(=O)C1(Cc2cccc(OC)c2)CCCN(C(=O)CCSC)C1 (configuration not stated),i,1.4,-2%
COc1ccc(NC(=O)C(=O)c2cn(CC(=O)N3CCCC3)c3ccccc23)cc1,u,x,2%
COCCCNC(=O)Cn1cnc2sc(C)c(S(=O)(=O)N3CC(C)CC(C)C3)c2c1=O (configuration not stated),i,0.6,-10%
Cc1onc(-c2ccc3c(c2)OCO3)c1-c1ccc2[nH]ccc2c1,i,0.8,-7%
CC(=O)c1cc(C#N)c(N2CCN(c3ccccc3)CC2)nc1C,i,0.2,-4%
COc1ccc(/C=C2/Sc3ccc(C(=O)N4CCOCC4)cc3NC2=O)cc1OC,i,0.0,-7%
CCOC(=O)[C@@H]1[C@H]2COc3ccc(Br)cc3[C@H]2N2C(=O)N(c3ccc(C)cc3)C(=O)[C@]12C,i,2.4,-13%
CCOc1ccc(S(=O)(=O)n2cnc3ccccc32)cc1,i,0.3,-11%
NC(=O)C1CCN(C2=C(NS(=O)(=O)c3ccc(Br)cc3)C(=O)c3ccccc3C2=O)CC1,i,1.9,0%
CC(=O)N[C@@H](Cc1c[nH]c2ccccc12)C(=O)NC1CC1,i,0.4,-7%

molecule,Myeloid diff 2,Myeloid diff 2 GFP+ MAC1+ %,LYP inhibition
COC(=O)N1C(=O)[C@](Cc2ccccc2)(c2ccccc2)N1C(=O)OC,i,0.9,-7%
CS(=O)(=O)Cc1ccc(C(=O)NC(c2ccccc2)c2ccccc2)cc1,i,0.8,-3%
Cc1nc2ccccc2c2ncccc12,i,0.4,-4%
COc1ccc(S(=O)(=O)NC2CCCCC2)cc1F,i,0.5,-7%
C=C(C)COc1ccc(-c2nc(N)ncc2-c2ccc(OC)c(OC)c2)c(O)c1,i,0.8,9%
O=C(c1ccccc1)c1ccc(Cn2cc(CCCO)nn2)cc1,i,0.8,-16%
CCOC(=O)C1CCCN(S(=O)(=O)c2cc3c(cc2Cl)NC(=O)CO3)C1 (configuration not stated),i,2.3,-8%
CCCN1C(=S)c2ccccc2C1c1ccccc1 (configuration not stated),i,0.6,-6%
Cc1ccc(N2CC(C(=O)N3CCC(C(=O)Nc4nnc(C(C)C)s4)CC3)CC2=O)cc1 (configuration not stated),i,0.1,-6%
O=C(CS(=O)CC(=O)NC12CC3CC(CC(C3)C1)C2)Nc1ccc(F)cc1 (configuration not stated),i,2.1,-1%
CCOC(=O)Cn1nc(-c2ccccc2)c(-c2ccccc2)nc1=O,i,0.7,3%
CC(=O)NC12CC3CC(C1)CC(C(=O)N1CCN(c4ncccn4)CC1)(C3)C2,i,0.9,-8%

molecule,Myeloid diff 2,Myeloid diff 2 GFP+ MAC1+ %,LYP inhibition
NC(=O)Cn1ccc(O)c(Cc2ccc(Cl)cc2Cl)c1=O,i,0.8,-4%
Cc1nn(-c2ccccc2)c(C)c1C(=O)OCc1ccc(C#N)cc1,i,0.1,-1%
Cc1cccc(CCNC(=O)C2CCCN(c3cnccn3)C2)c1 (configuration not stated),i,0.0,-9%
COC(=O)c1cccc(NC(=O)CSc2nncn2-c2ccccn2)c1,i,2.2,-9%
CCc1cccc(NC(=O)CCNS(=O)(=O)c2ccc3c(c2)oc(=O)n3C)c1,i,0.9,-12%
O=c1[nH]cccc1-c1nc2ccccc2[nH]1,i,0.6,-50%
O=C(CC(=O)c1ccccc1)Nc1cc([N+](=O)[O-])ccc1Cl,i,0.2,-1%
O=S(=O)(c1ccc(Cl)cc1)N1CCN(Cc2ccncc2)CC1,u,x,-5%
Cc1cc(NC(=O)c2ccc(C)o2)no1,i,0.5,-5%
CC(=O)Nc1ccc2nc(NC(=O)c3ccc([N+](=O)[O-])o3)sc2c1,i,0.3,-4%
NC(=O)C1CCN(C(=O)COc2ccc3c4c(c(=O)oc3c2)CCC4)CC1,i,2.9,-4%
COC(CN(C)C(=O)c1ccc2c(c1)NC(=O)c1ccccc1S2)OC,i,0.1,-5%

A run of entries taken from the entries so far, as a working copy:
molecule,Myeloid diff 2,Myeloid diff 2 GFP+ MAC1+ %,LYP inhibition
Cc1nn(-c2ccccc2)c(C)c1C(=O)OCc1ccc(C#N)cc1,i,0.1,-1%
Cc1cccc(CCNC(=O)C2CCCN(c3cnccn3)C2)c1 (configuration not stated),i,0.0,-9%
COC(=O)c1cccc(NC(=O)CSc2nncn2-c2ccccn2)c1,i,2.2,-9%
CCc1cccc(NC(=O)CCNS(=O)(=O)c2ccc3c(c2)oc(=O)n3C)c1,i,0.9,-12%
O=c1[nH]cccc1-c1nc2ccccc2[nH]1,i,0.6,-50%
O=C(CC(=O)c1ccccc1)Nc1cc([N+](=O)[O-])ccc1Cl,i,0.2,-1%

(continued)
molecule,Myeloid diff 2,Myeloid diff 2 GFP+ MAC1+ %,LYP inhibition
O=C(Cc1ccccc1)NC(=S)Nc1ccc(OC(F)F)cc1,i,0.7,-5%
Cc1ccccc1NC(=O)c1ccccc1-c1ccccc1,i,1.0,-7%
C=CCC1NS(=O)(=O)OC(CCc2ccccc2)C1O (configuration not stated),i,0.8,-8%
O=C(CSc1nnc(-c2ccncc2)s1)Nc1ccccc1,i,2.4,-3%
CCCCc1cc(=O)oc2cc(C)cc(OCC(=O)Nc3cccnc3)c12,i,3.4,-6%
O=C(c1ccc2c(c1)CCN2S(=O)(=O)c1ccccc1)N1CCN(c2ccccc2F)CC1,i,1.0,-3%
COc1cc(/C=N/NC(=O)c2ccncc2)ccc1OC(=O)c1cc(OC)c(OC)c(OC)c1,i,1.0,0%
CC(C)(C)c1ccc(-n2ncc3c2CCCC3NC(=O)c2ccncc2)cc1 (configuration not stated),i,1.7,-9%
Cc1ccc(S[C@@H](CCN2CC[C@H](NC(=O)OCc3ccccc3)CCC2=O)c2ccccc2)cc1,i,1.4,-7%
COCCNC(=O)CN1C(=O)NC2(CCOc3ccccc32)C1=O (configuration not stated),i,0.9,-6%
O=c1[nH]c(/C=C\c2cccc(Cl)c2)nc(O)c1[N+](=O)[O-],i,0.8,-6%
COc1ccccc1NC(=O)C(=O)NNC(=O)COc1ccc2ccccc2c1,i,2.3,-2%

molecule,Myeloid diff 2,Myeloid diff 2 GFP+ MAC1+ %,LYP inhibition
Cc1onc(C(=O)NCCc2ccccc2)c1[N+](=O)[O-],i,1.2,-8%
O=C(CCN1C(=O)S/C(=C\c2ccccc2)C1=O)NC1CCS(=O)(=O)C1 (configuration not stated),i,1.0,-6%
Cc1cccc(N2CCN(CC3CCCCC3)CC2)c1C,i,0.4,-8%
Cn1c(Br)nc2c1c(=O)n(Cc1ccccc1)c(=O)n2C,i,0.2,-8%
C/C(=N\NC(=O)C1CC1)c1ccccc1Br,i,1.9,-8%
CCOc1cc(C(=O)N=c2sccn2C)cc(Br)c1OC,i,2.1,-5%
CCCn1c2ccccc2c2cnn(CC(=O)N3CCOCC3)c(=O)c21,i,6.3,-10%
O=[N+]([O-])c1ccc(Cl)c(CN2CCN(c3ncccn3)CC2)c1,i,0.4,-5%
